Bioassay records as filed in PubChem.
ASAP1 inh: blocks human ASAP1-stimulated Arf1 GTP hydrolysis | GDP FP detection | inhibition, % at 16.5 µM | 0.19% of 360,000 active | AID 624377; in the data active = inhibition above about 25%;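 note: 0% = vehicle with enzyme and substrate and 100% = no enzyme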
DDE Tn6 FP inh: disrupts Tn6 cyclic peptide binding to fibrin D-Dimer-E complex | inhibition, % at 8.3 µM | Fibrin DD(E) TRITC-Tn6 fluorescence polarization displacement | 0.21% of 370,000 active;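 active = inhibition above a per-campaign cutoff: mean of compounds within control limits plus 3 SD, cut at about 15% in these data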;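 note: 0% = median of all compound wells on the plate and 100% = blocking peptide control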
ARFGAP1 inhibitor: inhibitors of rat ARFGAP1. AID 651572. 0.26% of 360,000 active. Arfgap1-stimulated ARF1 GTP hydrolysis, GDP FP detection. inhibition, % at 16.5 µM. Q62848;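 active = inhibition above a per-plate limit, mean inhibition of low control wells plus 3 SD, cut at about 25% in these data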;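 note: 0% = DMSO wells with enzyme and 100% = wells lacking Arfgap1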
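Assay system: purified rat His6-Arfgap1 residues 1-136 (GAP domain); Reagent: human Δ17 ARF1 bound to GTP; Dosing: 16.5 µM single point, 1.26% DMSO; Times: GTP hydrolysis reaction 2 h at 25 °C; Signal: FP, GDP Alexa 633 tracer displaced from anti-GDP antibody, 620/688 nm; Measure: % inhibition from polarization.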
HGIII-sPLA2 inh: Blocks human group III sPLA2 activity | AID 743126 | inhibition, % at 12.2 µM | 0.56% of 370,000 active | QFRET BODIPY PC-A2 liposome hydrolysis, fluorescence | Q9NZ20;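 active = inhibition above mean plus 3 SD of compounds lying within the high and low control bounds, cut at about 19% in these data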;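 note: 0% = median of test compound wells and 100% = no enzyme DMSO wells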
UHRF1 binding: UHRF1 methyl-DNA binding inhibition; Q96T88; UHRF1 binding to methylated oligo, TR-FRET; inhibition, % at 4.4 µM; 0.75% of 370,000 active; AID 687016; in the data active = inhibition above about 21%;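 note: UHRF1 SRA domain binding a hemimethylated CpG hairpin DNA probe; 0% = median of test compound wells and 100% = reference inhibitor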
PLC-beta3 inh: blocks human PLC-beta3 enzyme activity; Q01970; Purified PLC-beta3, fluorogenic substrate, fluorescence; inhibition, % at 12.2 µM; 0.18% of 370,000 active; AID 720704; in the data active = inhibition above about 11%;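 note: 0% = median of compound wells on plate and 100% = full blocker control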
Rev-erbA mod: modulates human Rev-erb alpha binding to DNA; activity, % at 10 µM; 0.79% of 370,000 active; AID 1259318; Rev-erbα–FITC-DNA binding, fluorescence polarization, 90 min; P20393;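 active = activity above about 14%, limit read from the data; passing the limit was not always enough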;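 note: 0% = DMSO wells with 35 nM protein and 100% = DMSO wells with 750 nM protein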
PLCg1 inh: blocks human PLC-gamma1 enzyme activity | purified PLC-gamma1, fluorogenic substrate, fluorescence | inhibition, % at 12.2 µM | 0.84% of 370,000 active; in the data active = inhibition above about 9.5%
DDE Tn7 FP inh: inhibitors of Tn7 peptide binding to human fibrin DD(E); P02675; FP displacement of FITC-Tn7 peptide from fibrin DD(E); 0% = median of compound wells per plate; inhibition, % at 8.3 µM; 0.13% of 370,000 active; AID 720508;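 active = inhibition above the mean of compounds falling within the control limits plus 3 SD of them, cut at about 14% in these data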;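 note: 0% = plate median of compound wells and 100% = 10 µM Aha-Tn7 peptide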
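Test system: human clot-derived fibrin DD(E) complex / Quantity: 2 µM final DD(E) protein / Incubation: 10 min plus 3 h, room temperature / Measured by: fluorescence polarization / Benchmarks: high control of 10 µM Aha-Tn7 peptide / Replicates: singlicate testing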
proKLK7 act: activators of human kallikrein-7 zymogen. P49862. purified proKLK7, EDANS-DABCYL substrate fluorescence; 100% is mature enzyme control, 0% vehicle. activation, % at 7 µM. 0.9% of 370,000 active. AID 652039;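 active = activation above the mean of all tested compounds plus 3 SD, computed per campaign excluding outliers beyond control limits, cut at about 13% in these data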
The depositor's hits bear a star; i = inactive; . = not tested or not shown.

SMILES | ASAP1 inh | DDE Tn6 FP inh | ARFGAP1 inhibitor | HGIII-sPLA2 inh | UHRF1 binding | PLC-beta3 inh | Rev-erbA mod | PLCg1 inh | DDE Tn7 FP inh | proKLK7 act
CN(C)CCn1c2c(c(SCC(=O)Nc3ccccc3C(F)(F)F)nc1=O)CCCC2 | 10 | 2 | 5 | -10 | -1 | 1 | -3 | 0 | -5 | 0.4
CN1CCSc2ccc(C(=O)NCc3ccccc3)cc21 | 10 | -1 | -3 | 5 | 0 | i | -5 | i | 12 | 43*
O=C(Cc1ccc(Br)cc1)NNC(=O)c1cccs1 | 7 | -4 | 9 | 5 | -2 | 7 | -3 | 0 | -2 | -0.3
COC(=O)c1cc(NC(=O)c2ccoc2C)cc(C(=O)OC)c1 | 14 | 3 | 1 | -3 | 5 | 0 | 2 | 1 | -7 | 0.1
Cc1cccc(C)c1N(CC(=O)N/N=C/c1cc(Br)c(C)o1)S(C)(=O)=O | 8 | 3 | 3 | -7 | -2 | -2 | 0 | -2 | -4 | 0.2
OCc1cn(-c2ccccc2)nc1-c1ccc(Br)cc1 | 15 | 1 | 8 | -3 | 4 | -2 | 6 | 8 | 9 | 0.3
Cc1c(Cl)cccc1NC(=O)CCN1CCN(C)CC1 | -3 | 8 | -6 | 17 | 3 | -8 | 1 | 1 | 4 | -0.2
COc1ccc2c(c1)[nH]c1c(=O)n(Cc3ccco3)cnc12 | 4 | 1 | -4 | -5 | 0 | -2 | -6 | 1 | 0 | 0.0
CCc1ccccc1CNC(=O)C1CCC(CNS(=O)(=O)c2cccc3cccnc23)CC1 (stereo unspecified) | . | -11 | . | -4 | -3 | 5 | 4 | 0 | -1 | 0.2
COc1ccc(C(CNC(=O)c2ccc(Br)o2)N2CCN(C)CC2)cc1 (stereo unspecified) | -1 | -2 | -2 | 1 | 3 | -4 | -3 | 0 | 1 | 0.2
COc1ccc(S(=O)(=O)NC2CCSc3ccccc32)cc1OC (stereo unspecified) | 5 | -1 | -9 | -4 | -2 | -8 | -2 | 2 | 2 | 0.5
Cc1cc(C(C2C(=O)CC(C)(C)CC2=O)C2C(=O)CC(C)(C)CC2=O)cc(C)c1OC(F)F | -9 | 14 | -6 | -1 | -2 | -6 | -5 | -1 | 3 | -0.1
O=C(Nc1ccc(S(=O)(=O)N2CCCC2)cc1)c1cnccn1 | -6 | 3 | -2 | -1 | -2 | 1 | -10 | -2 | -3 | 0.0
CN(C)S(=O)(=O)c1cccc(NC(=S)NC2CCCCC2)c1 | 6 | -2 | -3 | 1 | 2 | -4 | 5 | 1 | -9 | 0.6
C=CCn1c(C(C)NC(=O)c2cccc(C)c2)n[nH]c1=S (stereo unspecified) | -2 | 2 | -1 | 6 | 0 | 1 | -2 | 3 | 3 | -0.3
COc1ccc(C(C)(C)C)cc1NC(=O)COC(=O)CN1C(=O)NC2(CCCCC2C)C1=O (stereo unspecified) | 16 | 3 | 6 | -10 | 0 | 0 | 8 | 0 | 8 | -0.2
COc1cc(CCC(=O)N2CC(C)OC(C)C2)cc(OC)c1OC (stereo unspecified) | 5 | 2 | -14 | 7 | 2 | -10 | 3 | 0 | 2 | -0.4
CN1CCN(S(=O)(=O)c2ccc3ccccc3c2)CC1 | 12 | -3 | -3 | 0 | 0 | 2 | -1 | 0 | -4 | -0.4
COc1ccc(NC(=O)CCC2COc3ccccc3O2)c(OC)c1 (stereo unspecified) | -12 | 2 | 8 | -6 | 2 | 3 | 2 | 2 | 0 | 0.7
O=Cc1cc([N+](=O)[O-])ccc1N1CCN(Cc2ccc3c(c2)OCO3)CC1 | 7 | 2 | -7 | 9 | 2 | -8 | 1 | -1 | 5 | -0.5
Cc1cc(C)n(-c2nc(SCCN(C)C)c3c4c(sc3n2)COC(C)(C)C4)n1 | 0 | -3 | -8 | -6 | -3 | -2 | 0 | 0 | 0 | 1.1
CC(C)=CC(=O)N1CCC(Oc2cccc(C(=O)NCc3ccccn3)c2)CC1 | -2 | -11 | 6 | 11 | 1 | -1 | -1 | -3 | -7 | -0.3
NC(N)=NS(=O)(=O)c1ccc(N/C=C/C(=O)c2ccc(Cl)c(Cl)c2)cc1 | 13 | -13 | 6 | -3 | 14 | -127 | 0 | -73 | -5 | -26
Cc1c(/C=C(\CC(=O)O)c2nc3ccccc3s2)cc(C#N)n1C | 1 | -2 | -2 | 0 | -5 | -111 | 4 | -75 | 3 | -0.5
CCOC(=O)CN1C(=O)Nc2ccc(Br)cc2C1c1ccccc1 (stereo unspecified) | -9 | -12 | -2 | -6 | -1 | 4 | 5 | 2 | 1 | -0.5
CCCc1cc(=O)n2[nH]c(NCc3ccc(OC)c(OC)c3)nc2n1 | 6 | -3 | -3 | -2 | -3 | 0 | -3 | 3 | 2 | 0.1
NC(=O)C1CCCN(C(=O)CCCNC(=O)c2ccc(Cl)cc2)C1 (stereo unspecified) | 10 | 5 | 8 | 0 | 0 | -1 | 7 | 0 | 1 | 0.0
Cc1cccc2c(=O)c(Br)c(C)n(Cc3ccccc3)c12 | 5 | 8 | 0 | -1 | -1 | 1 | -1 | 3 | -2 | -0.3
CCOC(=O)N/N=C(/C)c1ccc([N+](=O)[O-])o1 | -16 | -5 | -13 | -6 | 5 | -10 | -2 | -4 | 0 | 0.5
N#CCCCSc1nnc(CSc2nc3ccccc3s2)n1-c1ccccc1 | -19 | -8 | 4 | -26 | 3 | 5 | -8 | 1 | 3 | 0.1
CN(C(=O)c1ccccc1C(=O)OCC(=O)c1ccccc1)c1ccccc1 | -43 | 1 | -24 | -16 | 2 | -2 | 1 | 5 | -1 | 0.2
O=C(c1ccccc1)N(Cc1ccc(F)cc1)Cc1nc2ccccc2c(=O)[nH]1 | -7 | -7 | 1 | -18 | -3 | 1 | 0 | -1 | 0 | 0.6
COc1cccc(OC)c1OCCCNC1CCCC1 | -7 | -2 | -9 | 1 | 0 | -1 | -1 | 4 | -6 | -0.4
C/C(=N\NC(=O)c1cccc(S(=O)(=O)Nc2ccccc2Cl)c1)c1ccc(-n2ccnc2)cc1 | 5 | -6 | -13 | -37 | 0 | 0 | -1 | 0 | 2 | 0.2
O=C(CN1CCN(c2ncccn2)CC1)N1CCc2ccccc21 | -4 | 0 | 4 | 1 | -1 | 0 | -4 | 2 | -3 | 0.1
Cc1cc(C(=O)NCc2ccccc2)no1 | -2 | -4 | 8 | 4 | -3 | 4 | -6 | -1 | 9 | -0.2
O=C(COc1ccc(S(=O)(=O)NCc2ccccc2)cc1)NCc1cccnc1 | 4 | -2 | 9 | 5 | -2 | 1 | -3 | 1 | -2 | -0.7
CCN(CC)c1ccc2cc(C(=O)c3cccs3)c(=O)oc2c1 | 4 | -8 | -4 | 7 | -7 | -92 | 7 | -66 | -2 | -0.9
O=C(NCCOC12CC3CC(CC(C3)C1)C2)c1cccc(Br)c1 | 18 | 1 | 5 | 2 | 2 | 2 | 2 | 5 | -4 | -0.3
O=[N+]([O-])c1ccc2[nH]nc(-c3ccccc3)c2c1 | -5 | 2 | 2 | -14 | 0 | 1 | 2 | -1 | 1 | 0.2
CCOc1ccc(-c2noc(-c3cccnc3)n2)cc1OCC | -3 | -4 | 9 | 15 | 4 | 4 | 1 | 5 | -6 | -0.1
COc1cccc(CNC(=O)c2nnn(CC(=O)Nc3ccc4c(c3)OCO4)c2N)c1 | 19 | -3 | 6 | -2 | 2 | -11 | -4 | -3 | 0 | -0.4
COc1ccccc1NC(=O)c1ccc(NC(=O)c2ccc(=O)[nH]c2)cc1 | -7 | -4 | -4 | 8 | -2 | -11 | 0 | -1 | 0 | 0.0
COC(=O)[C@]12C[C@H](CC(=O)NCc3ccc(C)o3)C(=O)N(Cc3ccc(Cl)cc3Cl)C1=C[C@H](COCc1ccccc1)O[C@@H]2C | . | 3 | . | -19 | -1 | 1 | 1 | -4 | 2 | -0.4
C[C@H]1CN=C(N(C)C)N1CCC1CCCCC1 | -10 | 0 | 0 | -4 | 0 | 2 | -4 | 3 | -8 | -0.2
Cc1ccc(NC(=O)C/C(N)=N/OC(=O)Nc2ccc(C)c(Cl)c2)cc1 | 4 | -7 | 0 | -2 | -1 | -7 | 3 | -3 | 10 | 0.3
CCN(CC)c1ccc(NC(=O)c2ccc(Cl)nc2)cc1 | 8 | 0 | -5 | 13 | -3 | 1 | 1 | 1 | 2 | 0.0
O=C(CN1C(=O)C2CC=CCC2C1=O)NCC(=O)Nc1ccc(F)c(F)c1F (stereo unspecified) | -3 | 6 | -4 | 0 | -1 | -5 | -1 | -1 | 4 | 0.1
COc1ccc(C(=O)Oc2cccnc2)cc1 | -4 | 8 | -6 | 1 | -3 | -4 | 2 | -1 | 3 | 0.3
Nc1nc(CSc2ccc(Cl)cc2)nc(N2CCCCC2)n1 | 1 | -2 | -7 | -11 | 4 | -4 | 1 | -2 | -5 | 0.6
Cc1ccc2nc(-c3ccc(C#N)cc3)c(Cc3cccc(Cl)c3)n2c1 | -6 | -1 | -8 | -28 | 7 | -379 | -10 | -272 | 7 | -22
O=C(NNC(=O)c1ccccc1[N+](=O)[O-])c1csc(N2CCOCC2)n1 | 5 | -3 | 10 | -1 | -4 | 5 | -3 | 1 | 2 | 0.3
CCCNS(=O)(=O)c1ccc(OCC(=O)N2CCOCC2)cc1 | -7 | -3 | 0 | 7 | 1 | -1 | -3 | 0 | 3 | -0.7
COc1ccc(/C=C(\C#N)C(=O)NCc2ccccc2)cc1 | 2 | 3 | 5 | -1 | 1 | -6 | -8 | -3 | 3 | 38*
COC(OC)c1ccnc(-c2ccc(OC(C)=O)cc2)n1 | 12 | -5 | 7 | 0 | 0 | 0 | -8 | 3 | 1 | 10
COC(=O)c1ccc(-n2c(C)ccc2-c2ccccc2)cc1 | 1 | 1 | -4 | -12 | 3 | -4 | 2 | -8 | 5 | 0.0
COc1ccc(NC(=O)C2CCCN2S(=O)(=O)c2cccc3cccnc23)cc1OC (stereo unspecified) | 8 | -2 | 1 | 1 | 2 | -6 | 1 | 2 | 6 | -0.1
COc1ccc(C(=O)NNC(=S)NC(=O)c2ccc(F)cc2)cc1Br | 3 | -1 | 0 | 0 | -3 | -6 | -4 | 2 | -2 | -0.4

Ordered by molar mass (high to low): 3 of the compounds above
SMILES | ASAP1 inh | DDE Tn6 FP inh | ARFGAP1 inhibitor | HGIII-sPLA2 inh | UHRF1 binding | PLC-beta3 inh | Rev-erbA mod | PLCg1 inh | DDE Tn7 FP inh | proKLK7 act
Cc1ccc(NC(=O)C/C(N)=N/OC(=O)Nc2ccc(C)c(Cl)c2)cc1 | 4 | -7 | 0 | -2 | -1 | -7 | 3 | -3 | 10 | 0.3
COc1ccc(/C=C(\C#N)C(=O)NCc2ccccc2)cc1 | 2 | 3 | 5 | -1 | 1 | -6 | -8 | -3 | 3 | 38*
COC(=O)c1ccc(-n2c(C)ccc2-c2ccccc2)cc1 | 1 | 1 | -4 | -12 | 3 | -4 | 2 | -8 | 5 | 0.0
